# From PubChem
# SENP8 block-1 = inhibitors of human SENP8 protease; Q96LD8; recombinant SENP8, Nedd8 substrate fluorescence; inhibition, % at 20 µM; 360,000 compounds, 0.64% hits; AID 602440; in the data active means inhibition mostly above about 40%, no sharp cut-off; inactive means mostly below about 27%
# APOBEC3G inh = inhibitors of human APOBEC3G DNA deaminase. inhibition, % at 20 µM. recombinant A3G, ssDNA deamination FAM/TAMRA fluorescence. Q9HC16. 330,000 compounds, 0.28% hits. AID 493012;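 active means inhibition of at least 40% at 20 µM, with no more than 30% in the related APOBEC3A deaminase screen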;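 further: plate controls were DMSO wells with A3G for no effect and wells lacking A3G enzyme for full effect; some compounds called inactive have numbers as strong as hits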
# Target sequence (Q9HC16 whole entry, looked up): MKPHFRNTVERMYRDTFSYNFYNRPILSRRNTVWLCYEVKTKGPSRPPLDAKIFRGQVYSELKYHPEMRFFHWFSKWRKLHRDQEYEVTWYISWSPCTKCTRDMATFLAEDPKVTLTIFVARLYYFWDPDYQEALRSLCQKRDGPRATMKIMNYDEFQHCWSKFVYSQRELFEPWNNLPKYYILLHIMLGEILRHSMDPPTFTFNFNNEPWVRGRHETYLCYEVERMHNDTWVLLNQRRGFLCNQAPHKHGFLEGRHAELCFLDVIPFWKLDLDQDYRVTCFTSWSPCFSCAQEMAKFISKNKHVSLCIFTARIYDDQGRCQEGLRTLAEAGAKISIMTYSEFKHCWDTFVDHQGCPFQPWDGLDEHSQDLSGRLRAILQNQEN
# SENP1 FRET inh = blocks the human SENP1 SUMO protease catalytic domain; Q9P0U3; recombinant SENP1 catalytic domain, CyPet-SUMO1-YPet FRET cleavage; inhibition, % at 10 µM; 360,000 compounds, 0.21% hits; AID 624204;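 active means inhibition at least 30% at 10 µM, raw YFP signal under a set limit, fluorescence ratio 0.5 to 1.5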;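 further: 0% = enzyme with DMSO and 100% = no enzyme wells; some results filed as inactive read as strong as hits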
#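 system = hSENP1 catalytic domain, recombinant | reagent = SFCypet-SUMO1-SFYpet substrate at 25 nM | doses = one dose per compound, 10 µM, 0.5% DMSO | incubation = enzyme reaction for 50 min at room temperature, dark | measured by = FRET, CFP and YFP emission | controls = no-enzyme low, enzyme-DMSO high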
# SENP7 block = SENP7 protease inhibition | Q9BQF6 | recombinant SENP7, Z-RLRGG-aminoluciferin luminescence, 40 min | inhibition, % at 5 µM | 330,000 compounds, 1.5% hits;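 active means inhibition above about 50% at the single test dose, limit read from the data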;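 further: plate controls were DMSO with enzyme for no effect and no enzyme buffer wells for full effect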
# Target sequence (Q9BQF6 706-1050 limits assumed): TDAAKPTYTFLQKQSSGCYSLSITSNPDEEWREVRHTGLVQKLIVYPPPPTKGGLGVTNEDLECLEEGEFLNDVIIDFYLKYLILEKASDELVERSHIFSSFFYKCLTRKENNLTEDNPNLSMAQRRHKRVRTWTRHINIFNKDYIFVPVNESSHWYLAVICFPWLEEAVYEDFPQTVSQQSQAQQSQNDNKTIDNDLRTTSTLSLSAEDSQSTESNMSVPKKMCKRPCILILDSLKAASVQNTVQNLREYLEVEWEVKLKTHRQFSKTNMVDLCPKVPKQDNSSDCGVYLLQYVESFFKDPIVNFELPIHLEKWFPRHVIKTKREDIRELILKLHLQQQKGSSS
# SENP8 block-2 = blocks the human protease SENP8 | inhibition, % at 10 µM | 330,000 compounds, 1.2% hits | AID 2540 | purified SENP8, Z-RLRGG-aminoluciferin cleavage, luminescence | Q96LD8; in the data active means inhibition above about 50%
# UBC13 polyUb = human UBC13 polyubiquitination inhibition; UBC13 polyubiquitin chain formation, TR-FRET; AID 485273; 330,000 compounds, 0.47% hits; inhibition, % at 20 µM; P61088; in the data active means inhibition above about 45%, passing the limit was not always enough; inconclusive means no clear call, values can overlap the other calls
# Target sequence (P61088 whole entry, looked up): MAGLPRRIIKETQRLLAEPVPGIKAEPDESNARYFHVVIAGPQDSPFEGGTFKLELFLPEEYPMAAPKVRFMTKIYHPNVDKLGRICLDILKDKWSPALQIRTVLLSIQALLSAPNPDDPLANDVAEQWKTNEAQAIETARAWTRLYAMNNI
# SENP6 block = blocks the human protease SENP6. Q9GZR1. Recombinant SENP6 catalytic domain, aminoluciferin luminescence. inhibition, % at 10 µM. 330,000 compounds, 1.8% hits;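 active means inhibition above about 50% at the single tested dose, limit read from the data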;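 further: plate controls were DMSO wells with enzyme for no effect and DMSO wells lacking enzyme for full effect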
# Apaf-1 inh = human Apaf-1 inhibition; 330,000 compounds, 0.71% hits; reconstituted apoptosome caspase-3 activity, DEVD-Rh110 fluorescence; O14727; inhibition, % at 20 µM; active means inhibition of at least 40% at 20 µM;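 further: plate controls were DMSO wells for no effect and DEVD-CHO caspase inhibitor wells for full effect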
#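 Material: biochemical Apaf-1 apoptosome reconstitution. Medium: Hepes buffer, pH 7.5. Also added: cytochrome c activation, bis-DEVD rhodamine 110 substrate. Timing: 30 min compound preincubation, 50 min activation, room temperature. Measured by: rhodamine 110 fluorescence at Ex 480/Em 540 nm.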
# * hit, by the source's call; ? = inconclusive; . = not tested or not shown.
SMILES,SENP8 block-1,APOBEC3G inh,SENP1 FRET inh,SENP7 block,SENP8 block-2,UBC13 polyUb,SENP6 block,Apaf-1 inh
CCOC(=O)C1CCN(C(=O)COC(=O)CNC(=O)c2ccc(OC)cc2)CC1,9,-7,2,4,-2,2,-5,-3
CC(CCc1ccccc1)NC(=O)C1CCC1 (stereo unspecified),8,-1,3,-5,-7,1,-4,1
O=C(CN1CCN(CCN2C(=O)c3cccc4cccc(c34)C2=O)CC1)c1ccc(F)cc1,-109,2,-2,0,6,11,-4,-14
CC(C)N(C(=O)[C@H]1C[C@H](CC(=O)NCCC2=CCCCC2)C(=O)N2CCc3c([nH]c4cc(CCC(=O)N(C)C)ccc34)[C@]12C)C(C)C,10,0,-4,2,.,.,.,19
CCOC(=O)c1oc2c(c1C)/C(=N/O)CCC2,11,-4,1,44,7,41,38,-9
CCC(C)n1c(SCC(=O)NC(=O)c2cccn2C)nc2ccccc2c1=O (stereo unspecified),-48,-2,-17,0,3,-9,6,-1
O=C(Nc1nc2ccc(F)cc2s1)C1CCCO1 (stereo unspecified),6,1,-1,49,16,2,25,-7
C=CCN1C(=O)CN=C1NCc1ccccc1,16,-1,0,1,8,-2,-4,0
COc1cc2[nH]c(=O)c(C(=O)NCCCN3CCOCC3)c(O)c2cc1OC,-399,-5,2,3,0,23,-13,0
O=C(CCC(=O)Nc1ccc(Cl)cc1Cl)N/N=C/c1ccc([N+](=O)[O-])o1,36,-2,-60,9,5,-8,-3,12
NC(=O)C1CCN(Cc2nc3c(Br)cc(Br)cc3c(=O)[nH]2)CC1,19,-2,-10,0,-1,?,-17,4
C[C@@H]1ON(C2CCCCC2)[C@H]2c3nc4ccccc4n3C[C@@H]12,-1,-15,-2,2,-2,4,0,-8
Cc1ccc(C(=O)NNC(=O)c2ccc(NC(=O)C(C)(C)C)cc2)cc1,2,-8,2,-5,3,6,-6,-3
COc1ccccc1OCC#CCSc1ncccn1,2,-14,1,5,-7,6,-14,-10
O=C(CSc1nc2ncc(Cl)cc2[nH]1)N1CCC(Cc2ccccc2)CC1,-3,-9,-8,10,0,-2,2,4
Cc1noc(C)c1CSCC(=O)Nc1cc(S(=O)(=O)N2CCOCC2)ccc1OC(C)C,3,0,1,2,-1,-5,-14,10
Cc1ccc(CNC(=O)c2ccccc2NC(=O)C2=CSCCO2)cc1,-25,-3,3,-8,-5,3,-3,12
Cc1cc(N/N=C/c2ccncc2)c([N+](=O)[O-])cc1[N+](=O)[O-],26,-6,4,6,7,-10,0,23
Cc1cc(C(=O)NC(C)CCC(C)C)c2ccccc2n1 (stereo unspecified),2,3,-1,1,3,1,-2,-7
Cc1ccc(N(C)C(=O)C2CCCN2S(=O)(=O)c2cccc3nsnc23)cc1 (stereo unspecified),-1,0,1,5,1,-2,-5,-6
O=C(NCC1CCCO1)c1ccc(Cl)c(F)c1F (stereo unspecified),17,-2,1,-1,-3,0,-5,-1
COC(=O)c1cccc(OC(N)=O)c1,.,-6,.,4,-5,3,-7,-12
Cc1nnc(SCC(=O)N(C(C)C)C(C)C)[nH]c1=O,5,-11,2,6,3,-1,9,-21
O=C(c1ccco1)N1CCN(C(=S)Nc2ccc(F)c(Cl)c2)CC1,10,-10,1,-2,3,0,5,9
N#CCSc1ccccc1NC(=O)COC(=O)CCNC(=O)c1ccc([N+](=O)[O-])cc1,0,-8,32*,3,1,-5,-13,7
CC(C)NC(=O)c1[nH]nc2c1CCc1ccccc1-2,20,-4,0,-20,-4,-8,6,3
Cc1cc(NC(=O)NC(=O)c2ccc(F)cc2F)n[nH]1,14,-6,2,-2,-6,19,-25,-4
N#C/C(=N\Nc1ccccc1)C(=N)N1CCCCCC1,19,-6,0,-1,-15,0,-10,-24
OCCN(CC#CC(O)(c1ccccc1)C1CCCCC1)CCO (stereo unspecified),10,-5,0,-9,-10,4,-5,-2
Cc1c(C(=O)O)sc2nc(/C=C/c3cccc(F)c3)[nH]c(=O)c12,-314,-14,-18,-14,-14,-13,-18,17
O=C(Nc1cccc(Br)c1)c1cccc(OC(=S)N2CCOCC2)c1,3,-7,-1,55*,34,5,57*,3
Cc1ccc(C(=O)NC2CCCN(c3ccc(C(F)(F)F)cn3)C2)cn1 (stereo unspecified),-39,-4,0,11,-10,0,-9,2
COc1ccccc1-c1nc(COc2ccc(Cl)cc2Cl)no1,8,-3,-1,25,-5,0,2,-1
CCN(CC)S(=O)(=O)c1cccc(NC(=O)COC(=O)/C=C/c2cccs2)c1,18,-4,6,-1,-4,-2,-3,-5
CCc1ccc2[nH]c(=O)c(CN(CCN(C)C)C(=O)Nc3ccccc3OC)cc2c1,-52,-2,2,-5,-8,-4,0,3
COc1cccc(OC)c1OCCN(C)C,-44,-7,0,6,2,-3,-3,-1
O=C(Cn1ccsc1=NC(=O)c1ccco1)c1ccccc1,-65,-1,-69,1,1,6,-10,-3
Cn1c(CCCOc2ccc(Cl)cc2Cl)nnc1SCC(=O)Nc1cccc(F)c1,14,-3,2,4,2,21,-23,3
O=S(=O)(Nc1cccc2ncccc12)c1cccs1,7,4,0,6,6,-2,0,11
CC(CN1CCCCC1)OC(=O)C(C)(c1ccccc1)c1ccccc1 (stereo unspecified),18,-3,3,-3,-1,17,-4,2
C[n+]1ccc(/C=C/c2ccccc2O)c2ccccc21,10,12,-11,7,4,-62,9,-4
COc1ccc2c(c1)C(=O)N(c1ccc(C)cc1C)C(=O)C2(C)C,-28,-13,-4,-4,1,8,9,5
O=C(NCc1ccco1)c1cnn2c(C(F)(F)F)cc(-c3ccco3)nc12,-461,-9,-34,1,1,4,-8,6
O=C(NCCCN1CCOCC1)c1cc(-c2ccc(O)cc2)on1,3,-6,0,5,4,0,4,-4
COc1ccc(/C=C2\Oc3cc(OCC(=O)N4CC(O)C[C@H]4C(=O)O)ccc3C2=O)cc1OC (stereo partly specified),-203,-8,-20,-6,-3,-12,-15,-6
COC(=O)CC/C(C)=N\Nc1ccc([N+](=O)[O-])cc1[N+](=O)[O-],29,-5,1,-1,9,-54,12,-7
CN1CCN(c2ccc(NC(=O)c3ccc(-c4ccc(Cl)cc4)o3)cc2)CC1,13,-4,2,0,13,20,2,65*
Cc1cc(C(=O)CN2C(=O)C(=O)N(CC(C)C)C2=O)c(C)n1C1CC1,11,-6,3,10,-9,12,-5,-11

# Full records, looked up by structure.
# `Cc1cc(C(=O)NC(C)CCC(C)C)c2ccccc2n1` (stereo unspecified) in the list: SENP8 block-1: 2; APOBEC3G inh: 3; SENP1 FRET inh: -1; SENP7 block: 1; SENP8 block-2: 3; UBC13 polyUb: 1; SENP6 block: -2; Apaf-1 inh: -7
# `O=C(Nc1nc2ccc(F)cc2s1)C1CCCO1` (stereo unspecified) in the list: SENP8 block-1: 6; APOBEC3G inh: 1; SENP1 FRET inh: -1; SENP7 block: 49; SENP8 block-2: 16; UBC13 polyUb: 2; SENP6 block: 25; Apaf-1 inh: -7

# Additional records:
SMILES,SENP8 block-1,APOBEC3G inh,SENP1 FRET inh,SENP7 block,SENP8 block-2,UBC13 polyUb,SENP6 block,Apaf-1 inh
CC(OC(=O)C1CC(=O)N(Cc2ccccc2)C1)C(=O)Nc1ccccc1[N+](=O)[O-] (stereo unspecified),10,7,-1,-13,-26,-9,-20,7
O=C(NNC(=O)c1ccccc1Br)c1ccc2nc[nH]c2c1,10,8,-4,-9,-11,-2,-23,16
Cc1ccc(OCC(=O)N(C)CC(=O)Nc2ccc(F)c(F)c2F)cc1,24,-7,-1,-11,-5,-9,-14,10
Cc1ccc(OCC(=O)Nc2nnc(S(=O)(=O)N3CCCCC3)s2)cc1,-20,25,-22,4,11,-5,3,11
COc1cc(Cl)c(C)cc1NC(=O)Cn1c(NCCO)nc2ccccc21,19,-5,2,-3,-4,-2,0,3
O=C(/C(C=Nc1cc2c(oc1=O)CCCC2=O)=C(\O)c1ccccc1)c1ccccc1,10,4,-3,37,2,-12,3,6
O=C(Nc1nc2c(F)cc(F)cc2s1)C1CC1,-9,2,-1,6,14,5,40,0
COc1ccccc1CCNC(=O)CN1C(=O)c2ccccc2S1(=O)=O,12,-11,0,3,3,1,-3,-1
COC(=O)c1ccc(CSc2nnc(CNC(=O)COc3ccc(Cl)cc3)o2)o1,14,-1,3,6,8,6,-2,-2
O=C(/C=C/c1ccc(Br)cc1)Nc1ccc(S(=O)(=O)Nc2ncccn2)cc1,-8,-16,1,-6,-9,-15,-30,11
CCn1ccc(C(=O)NC2=C(C#N)CCC2)n1,22,1,3,-5,4,8,-17,1
CCc1ccc(C(=O)NC(=S)Nc2ccccc2N2CCOCC2)cc1,30,-7,3,-5,-4,-4,7,25
Cc1cc(C)n2nc(SCC(=O)c3cc(C)n(-c4cc(C)on4)c3C)nc2n1,2,-6,-1,9,-1,-9,-9,-5
CC(=O)Nc1ccc(OS(=O)(=O)c2ccc(Cl)cc2)cc1,10,-3,0,10,-13,6,-26,7
Cc1ccc2nc(-c3ccncc3)cc(C(=O)N3CCOCC3)c2c1,-26,-10,-7,-4,-2,-5,-12,-6
CCOC(=O)c1sc2nc(N3CCCC3)c3c(c2c1N)CC(C)(C)OC3,-368,-3,-23,9,1,14,-6,12
CCC(C)CCN1C(Nc2ccccc2)=NC[C@@H]1CC(C)C (stereo partly specified),19,-3,-2,4,-4,11,-16,1
O=c1nc(N2CCOCC2)ccn1-c1nc(-c2ccccc2)sc1-c1ccccc1,-392,-5,-1,-1,7,4,-8,-24
O=C(COC(=O)c1cccc(S(=O)(=O)N2CCCC2)c1)Nc1ccccc1C(F)(F)F,5,-6,-3,15,-2,3,-2,4
O=C(c1ccccc1F)N1CCC(O)(c2cccnc2)CC1,27,-4,0,-4,-1,-14,-8,-4
CC(C)(C)c1nnc(NC(=S)Nc2ccccc2)s1,6,-1,2,-11,-2,15,32,14
CCC(C)(C)c1ccc(OCC(=O)Nc2ccncc2)cc1,13,-4,0,-10,-4,-1,-5,12
CC(=O)c1ccccc1NC(=O)COC(=O)Cc1cccc(C(F)(F)F)c1,7,-4,2,-4,-8,4,-13,31
CCOc1ccc(NC(=O)CN(c2ccc([N+](=O)[O-])cc2)S(=O)(=O)c2ccccc2)cc1,22,-3,1,1,6,0,13,-6
CN(NC(=O)c1ccccc1)c1nc2ccccc2nc1C(F)(F)F,16,-6,2,7,7,1,-13,0
Cc1c(N2C(=O)/C(=C3/C(=O)N(C)c4ccccc43)SC2=S)c(=O)n(-c2ccccc2)n1C,14,2,2,-7,3,-54,11,6
Cc1ccc2c(c1)NCC(C(=O)NC1CCC(C)CC1)O2 (stereo unspecified),8,-10,2,-11,-11,4,1,15
COc1ccc2[nH]c3c(=O)n(CCc4ccccc4)cnc3c2c1,-403,-7,-1,4,-3,15,8,-15
COc1ccc(N(C)C(=O)CCS(=O)(=O)c2cccc3nsnc23)cc1,15,-5,4,-8,3,-11,-11,2
O=C1CCCC(O)=C1N=Nc1cccc(S(=O)(=O)N2CCOCC2)c1,34,0,2,8,4,-13,6,-4
CC(C)=CC(=O)NCCc1ccccc1,16,-2,1,0,-10,14,-5,-9
O=C(CSc1ncnc2c1cnn2-c1ccccc1)NCC1CCCO1 (stereo unspecified),-64,-9,-1,15,17,1,22,-1
